HRas wt GTP: changes GTP binding to wildtype human HRas; GST-Ras wt beads, Bodipy-FL-GTP binding, flow cytometry; actives lie on both sides; GTP binding activity, % at 10 µM; 0.14% of 190,000 active; AID 759;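 active = GTP binding activity at least 20% away from the 100% baseline, either lowered as inhibitor or raised as activator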;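 also: 0% = unlabeled GTP competition control and 100% = no-compound control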
Cdc42 wt GTP: modulators (inhibitors or activators) of GTP binding to human Cdc42 wildtype | 0.2% of 190,000 active | percent activity (GTP binding), % at 10 µM | GST-Cdc42 beads, Bodipy-GTP binding, flow cytometry; actives lie on both sides;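 active = percent activity GTP binding at least 20 points away from the 100% baseline, either down as inhibitor or up as activator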;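 also: median bead fluorescence of bound Bodipy-FL-GTP at 100 nM; 0% = excess unlabeled GTP control and 100% = no compound control; below 100% means less GTP binding so inhibitor and above means activator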
Rab7 wt modul: dog Rab7 wildtype GTP binding, inhibitors and activators; GST-Rab7 beads, fluorescent GTP binding, flow cytometry; actives lie on both sides; untreated = 100%, excess cold GTP = 0%; GTP binding activity (percent of control), % at 10 µM; 0.055% of 190,000 active; AID 758;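 active = fluorescent GTP binding to Rab7 beads changed by at least 20 points from the 100% baseline, either direction, mostly lower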;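 also: median green fluorescence of bound Bodipy-FL-GTP per Rab7 bead population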
Mcl1-Noxa inh: disrupts binding of human Mcl-1 to Noxa peptide; Q07820; TR-FRET Mcl-1/Noxa peptide binding, 2 h; inhibition, % at 21.7 µM; 1.5% of 220,000 active; AID 1022;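 active = compounds that cut the protein-peptide binding signal by more than 50% relative to plate controls in a single-dose test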;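 also: His-tagged Mcl-1 with rhodamine Noxa BH3 peptide and terbium anti-His antibody; 0% = Mcl-1 plus Noxa peptide wells and 100% = peptide-only wells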
Target sequence (Q07820 whole entry, looked up): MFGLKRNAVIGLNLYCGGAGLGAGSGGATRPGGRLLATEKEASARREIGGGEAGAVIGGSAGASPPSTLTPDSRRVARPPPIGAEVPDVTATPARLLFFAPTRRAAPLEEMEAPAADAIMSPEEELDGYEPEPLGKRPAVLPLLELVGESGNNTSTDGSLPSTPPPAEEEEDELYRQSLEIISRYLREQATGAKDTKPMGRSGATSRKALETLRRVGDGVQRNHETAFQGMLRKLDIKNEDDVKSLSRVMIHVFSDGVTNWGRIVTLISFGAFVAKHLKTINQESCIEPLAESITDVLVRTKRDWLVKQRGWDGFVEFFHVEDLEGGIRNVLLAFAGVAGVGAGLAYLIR
Rac1 mut GTP: alters GTP binding to activated mutant human Rac1. percent activity (GTP binding), % at 10 µM. 0.11% of 190,000 active. GST-Rac1 activated beads, fluorescent GTP binding, flow cytometry; actives lie on both sides; 100% means binding = to untreated wells. P63000;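 active = GTP binding at least 20 percentage points away from the 100% baseline, in either direction, so actives lie on both sides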
ABCG2 inh: inhibitors of human ABCG2 transporter, ABCB1 counter-screen. AID 1325. IgMXP3 cells, JC-1 efflux, flow cytometry. inhibition, % at 6.6 µM. 0.1% of 190,000 active. Q9UNQ0;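 active = inhibition above 80%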;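 also: 0% = DMSO and 100% = nicardipine control wells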
Target sequence (Q9UNQ0 whole entry, looked up): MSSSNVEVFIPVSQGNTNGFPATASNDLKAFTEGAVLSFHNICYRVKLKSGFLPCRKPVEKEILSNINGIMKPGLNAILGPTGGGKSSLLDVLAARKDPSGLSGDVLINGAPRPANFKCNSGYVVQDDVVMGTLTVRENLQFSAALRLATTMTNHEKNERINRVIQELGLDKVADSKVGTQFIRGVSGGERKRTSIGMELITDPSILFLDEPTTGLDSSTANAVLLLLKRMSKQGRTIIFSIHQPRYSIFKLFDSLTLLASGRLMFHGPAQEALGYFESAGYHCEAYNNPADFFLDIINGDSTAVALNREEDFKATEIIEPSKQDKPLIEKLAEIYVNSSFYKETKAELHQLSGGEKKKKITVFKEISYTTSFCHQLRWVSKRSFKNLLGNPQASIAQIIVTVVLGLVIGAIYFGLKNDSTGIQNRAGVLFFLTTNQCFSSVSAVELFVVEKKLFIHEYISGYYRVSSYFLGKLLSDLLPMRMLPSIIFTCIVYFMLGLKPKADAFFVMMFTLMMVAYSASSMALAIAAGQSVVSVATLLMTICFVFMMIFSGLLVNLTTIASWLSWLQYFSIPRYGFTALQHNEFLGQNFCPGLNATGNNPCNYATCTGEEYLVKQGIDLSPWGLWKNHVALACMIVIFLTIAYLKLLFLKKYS
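Measure – % inhibition of efflux relative to nicardipine and DMSO · Test system – ABCG2 IgMXP3 and barcoded ABCB1 CCRF-Adr cell mix · Control set – nicardipine as high control, DMSO as low control · Compound – one concentration, 6.6 µM final · Signal – flow cytometry of retained JC-1 fluorescence · Timing – 10 min exposure at 25 °C with rotation, no wash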
Rab2 wt GTP: changes GTP binding to wildtype dog Rab2A, up or down; P61105; GST-Rab2 wt beads, Bodipy-GTP binding, flow cytometry; GTP binding activity, % at 10 µM; 0.19% of 190,000 active; AID 760;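 active = GTP binding activity at least 20 points away from 100%, either lowered or raised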;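 also: 0% = beads with excess unlabeled GTP and 100% = no-compound control corrected for plate trend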
ABCB1 block: inhibitors of human ABCB1 transporter, ABCG2 counter-screen. inhibition, % at 6.6 µM. AID 1326. 0.067% of 190,000 active. CCRF-Adr cells, JC-1 efflux, flow cytometry. P08183; in the data active = inhibition above about 40%;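 also: 0% = vehicle and 100% = reference inhibitor; higher value means more JC-1 retained so stronger ABCB1 efflux block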
Pf gametocyte: kills late stage P. falciparum gametocytes; P. falciparum stage V gametocytes, ATP luminescence, 24 h; inhibition, % at 10.9 µM; 0.065% of 150,000 active;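 active = inhibition above the mean plus 3 SD of compounds within the control limits, set per campaign, cut at about 38% in these data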;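 also: 0% = DMSO wells and 100% = medium only without gametocytes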
Avidin bead fluor: compound fluoresces at 488/530 nm on avidin beads; compound fluorescence 488/530 nm, flow cytometry; active compounds read high; fluorescence (KMESF) at 10 µM; 0.38% of 220,000 active; AID 1775; in the data active = fluorescence above about 47; also: inactives centre near 10
Rac1 wt modul: alters GTP binding to wildtype human Rac1 | AID 757 | 0.27% of 190,000 active | GST-Rac1 beads, fluorescent GTP binding, flow cytometry; actives lie on both sides; 0 = cold GTP competed, 100 = untreated | P63000 | GTP binding activity (% of control), % at 10 µM;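 active = GTP binding activity at least 20 points away from the 100% control level, either lower or higher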
Active calls of the source: *; / = not tested or not shown.

SMILES	HRas wt GTP	Cdc42 wt GTP	Rab7 wt modul	Mcl1-Noxa inh	Rac1 mut GTP	ABCG2 inh	Rab2 wt GTP	ABCB1 block	Pf gametocyte	Avidin bead fluor	Rac1 wt modul
CCOC(=O)c1ccc(N/C=C2\CCCCC2=O)cc1	104	105	108	-1	103	4	106	0.3	/	9	107
O=C(c1cccc(C(F)(F)F)c1)N1CCC(O)(CS(=O)(=O)Cc2ccccc2)CC1	102	104	102	19	100	1	101	0.3	-26	12	103
Cc1ccc(-c2noc(CCC(=O)NCC3CCCO3)n2)cc1 (stereo not given)	100	99	101	8	96	22	97	-1.1	-5	14	103
CC(=O)c1cnc(-c2ccccc2)s1	96	98	92	22	94	4	97	0.2	-20	9	93
COc1ccc(-c2csc(NC(=O)CSc3ccc(Br)cc3)n2)c(OC)c1	100	99	96	27	99	50	98	-0.3	/	25	104
COC(=O)c1[nH]c2ccc(C)cc2c1NC(=O)C(C)N1CCN(C2CCCCC2)CC1 (stereo not given)	97	97	95	2	97	3	98	1.6	/	21	100
Cc1ccc(C(C)C)c(OCC(=O)Nc2ccc3c(c2)nc(CN2CCCC2)n3C)c1	104	109	100	9	104	6	101	2.2	24	14	113
COc1ccc(OC2C(=O)N(Cc3ccc(F)cc3)C2c2cc(OC)c(OC)c(OC)c2)cc1 (stereo not given)	98	101	97	20	100	4	96	1.3	/	20	101
Cc1cc(NCCN2CCOCC2)c2ccc3ccccc3c2n1	95	96	98	12	95	-1	96	-2.6	-3	11	95
O=C(c1ccco1)N1CCN(c2ncnc3c(-c4ccccc4)nsc23)CC1	102	102	104	-19	99	2	102	0.5	13	12	100

In another format: six of the compounds above
SMILES,HRas wt GTP,Cdc42 wt GTP,Rab7 wt modul,Mcl1-Noxa inh,Rac1 mut GTP,ABCG2 inh,Rab2 wt GTP,ABCB1 block,Pf gametocyte,Avidin bead fluor,Rac1 wt modul
CCOC(=O)c1ccc(N/C=C2\CCCCC2=O)cc1,104,105,108,-1,103,4,106,0.3,/,9,107
COC(=O)c1[nH]c2ccc(C)cc2c1NC(=O)C(C)N1CCN(C2CCCCC2)CC1 (stereo not given),97,97,95,2,97,3,98,1.6,/,21,100
CC(=O)c1cnc(-c2ccccc2)s1,96,98,92,22,94,4,97,0.2,-20,9,93
COc1ccc(-c2csc(NC(=O)CSc3ccc(Br)cc3)n2)c(OC)c1,100,99,96,27,99,50,98,-0.3,/,25,104
Cc1ccc(-c2noc(CCC(=O)NCC3CCCO3)n2)cc1 (stereo not given),100,99,101,8,96,22,97,-1.1,-5,14,103
O=C(c1cccc(C(F)(F)F)c1)N1CCC(O)(CS(=O)(=O)Cc2ccccc2)CC1,102,104,102,19,100,1,101,0.3,-26,12,103

Additional records:
SMILES	HRas wt GTP	Cdc42 wt GTP	Rab7 wt modul	Mcl1-Noxa inh	Rac1 mut GTP	ABCG2 inh	Rab2 wt GTP	ABCB1 block	Pf gametocyte	Avidin bead fluor	Rac1 wt modul
CCOC(=O)C(C(=O)Nc1nc2ccccc2s1)C1CCCCC1 (stereo not given)	104	102	101	4	97	7	102	0.5	-7	8	103
O=C(CN1C(=O)c2ccccc2C1=O)N1CCN(c2nnc(-c3ccccc3)c3ccccc23)CC1	101	101	99	-17	98	2	100	0.6	13	16	98
COC(=O)C1=CNC=C(C(=O)OC)C1c1ccc(Cl)cc1	102	107	104	6	100	1	103	0.1	/	6	107
CC(OC(=O)CN(C)S(=O)(=O)c1ccc(Cl)cc1)C(=O)Nc1ncc(Cl)cc1Cl (stereo not given)	98	98	101	-19	96	22	98	2.6	/	15	103
CCC(C)Cn1c(S(=O)(=O)O)nc2ccccc21 (stereo not given)	95	95	94	12	92	5	94	0.7	/	36	98
CCOC(=O)c1ccc(N2C(=O)c3n[nH]c(C)c3C2c2ccc(OC)cc2OC)cc1 (stereo not given)	99	101	95	13	98	1	98	0.7	-17	6	100
Cc1cc2ncc(C(N)=O)cn2n1	102	106	108	13	97	3	105	0.7	/	11	99
CCc1cccc(CC)c1NC(=O)COC(=O)CC1c2ccccc2CCN1S(=O)(=O)c1ccccc1 (stereo not given)	101	101	97	1	97	18	98	5.7	24	78*	101
CS(=O)(=O)N1CCN(c2ccnc3cc(Cl)ccc23)CC1	96	90	93	10	96	20	97	0.6	/	11	99
O=C(COc1ccccc1F)NNC(=O)c1ccc(N2CCCCC2)c([N+](=O)[O-])c1	96	99	91	42	93	2	96	0.6	6	1	95

Record cards, as listed above:
`CCOC(=O)C(C(=O)Nc1nc2ccccc2s1)C1CCCCC1` (stereo not given) is listed as HRas wt GTP: 104; Cdc42 wt GTP: 102; Rab7 wt modul: 101; Mcl1-Noxa inh: 4; Rac1 mut GTP: 97; ABCG2 inh: 7; Rab2 wt GTP: 102; ABCB1 block: 0.5; Pf gametocyte: -7; Avidin bead fluor: 8; Rac1 wt modul: 103
`O=C(c1ccco1)N1CCN(c2ncnc3c(-c4ccccc4)nsc23)CC1` is listed as HRas wt GTP: 102; Cdc42 wt GTP: 102; Rab7 wt modul: 104; Mcl1-Noxa inh: -19; Rac1 mut GTP: 99; ABCG2 inh: 2; Rab2 wt GTP: 102; ABCB1 block: 0.5; Pf gametocyte: 13; Avidin bead fluor: 12; Rac1 wt modul: 100

Other records follow:
SMILES	HRas wt GTP	Cdc42 wt GTP	Rab7 wt modul	Mcl1-Noxa inh	Rac1 mut GTP	ABCG2 inh	Rab2 wt GTP	ABCB1 block	Pf gametocyte	Avidin bead fluor	Rac1 wt modul
O=C(CN(Cc1cccs1)C(=O)CSc1nnc(COc2ccccc2)o1)NC1CCCCC1	101	103	97	26	98	2	99	2.6	/	24	103
CCN(CC)C(=S)SCC(=O)c1ccc(F)cc1	101	101	99	16	97	1	98	0.2	/	43	101
COc1ccc(-c2ncc(CN3CCC(CO)(Cc4cccc(OC)c4)CC3)cn2)cc1	94	92	101	18	92	4	96	3.1	-4	6	91
CCC(=O)Nc1nc(=S)ss1	104	104	103	15	98	-1	100	-0.3	23	9	104
O=C(NCCCN1CCN(Cc2ccccc2)CC1)c1nnc(Cc2c(F)cccc2Cl)o1	102	103	101	-1	99	2	103	2.4	/	9	100
Cc1ccc(NC(=O)CCC(=O)OCC(=O)c2ccc(Oc3ccc([N+](=O)[O-])cc3)cc2)c(C)c1	102	100	101	-6	98	3	100	0.8	/	10	102
Cc1cc(CNC(=O)Cc2ccccc2)c2ccccc2n1	102	107	100	15	99	8	103	0.6	-27	17	106
COc1cc(C(=O)NCCC(=O)NCCCN2CCCCC2C)cc(OC)c1OC (stereo not given)	107	109	105	3	98	1	107	0.2	/	18	102
CSc1ncc(CN2CCCC(C(=O)c3ccc(C(C)(C)C)cc3)C2)cn1 (stereo not given)	102	96	106	1	98	1	98	0.5	11	11	103
C=CCn1c(SCC(=O)NC2CCCc3ccccc32)nnc1-c1ccncc1 (stereo not given)	99	102	97	7	102	47	101	1.9	1	13	104
O=C(c1ccc2c(c1)OCO2)N1CCN(c2ccccn2)CC1	100	99	102	10	101	-2	99	-9.5	/	13	104
CCC1=NC(c2ccc(OC)cc2)N(O)C1(C)C (stereo not given)	101	101	102	-10	100	1	101	0.2	/	7	105
COc1ccc(CNS(=O)(=O)NCc2ccc(C)cc2)cc1	96	96	96	3	96	0	97	0.2	29	10	99
CC(=O)Nc1ccc(S(=O)(=O)N2CCCN(S(=O)(=O)c3ccc(NC(C)=O)cc3)CC2)cc1	104	104	104	7	101	9	102	-0.6	4	12	108
COc1nc(OC)nc(Oc2ccc(Cl)cc2[N+](=O)[O-])n1	105	105	105	-5	104	1	102	/	/	4	104
COc1ccc(Cl)cc1N1CC(c2nc3ccccc3[nH]2)CC1=O (stereo not given)	101	103	100	4	98	20	102	1.1	/	23	102
O=S(=O)(c1ccc(OCC(O)CN2CCC(Cc3ccccc3)CC2)cc1)N1CCOCC1 (stereo not given)	104	103	103	14	99	1	103	0.5	7	18	103
COc1cc(OC)nc(Oc2ccccc2C(=O)Oc2ccc(Cl)cc2)n1	98	100	98	5	95	2	96	0.4	/	5	99
CCOC(=O)c1cnn(Cc2ccc(C)cc2)c1N	100	95	108	4	93	2	101	0.1	22	10	99
CC(C)(C)C(O)(CC#CCN1CCCC1)c1ccccc1 (stereo not given)	97	96	107	14	97	0	99	-0.2	4	10	100
CC(=O)NC(CCCCNC(=S)NC1CCCCC1)C(=O)O (stereo not given)	100	98	101	-2	96	0	98	-0.1	/	21	101
CC1CCc2cc(F)ccc2N1C(=O)CSc1nnc2c(n1)[nH]c1ccccc12 (stereo not given)	90	94	93	5	92	6	88	1.6	-8	22	84
CCOc1ccc(/C=N/NC(=O)c2[nH]ncc2Br)c(O)c1	95	95	99	18	95	-7	95	-1.4	-1	10	95
O=C(O)c1ccc(/C=N/NC(=O)c2cc(-c3ccc4c5c(cccc35)CC4)n[nH]2)cc1	84	78*	92	17	91	-16	80	-6.0	-5	7	76*
Cc1cc(SCC(=O)OCC(=O)c2c(N)n(C)c(=O)n(C)c2=O)c(C)cc1Br	98	92	102	-5	92	1	97	0.4	-6	9	99
Cc1ccccc1NC(=S)NC1(C)CCS(=O)(=O)C1 (stereo not given)	102	99	101	11	100	-3	101	0.2	-1	14	106
Cc1cc(NC(=O)CN2C(=O)NC(C)(CCc3ccccc3)C2=O)no1 (stereo not given)	95	96	98	-7	96	1	96	0.4	/	9	99
Cc1cc(C)c(S(=O)(=O)Nc2ccc3[nH]c(=O)[nH]c3c2)c(C)c1	94	94	96	8	95	1	94	1.7	/	13	96
COc1ccc(Br)cc1C1CC(=O)N2CN(Cc3ccccc3)CSC2=C1C#N (stereo not given)	94	97	93	13	97	-2	97	-0.4	/	5	95
O=C(O/N=C(\c1ccccc1)c1ccccn1)c1cccc2ccccc12	102	101	98	10	101	-6	101	-1.1	15	13	104
Cc1ccc(NC(CNS(=O)(=O)c2ccc(Cl)cc2)c2ccccc2)cc1 (stereo not given)	103	105	100	-17	103	1	100	0.2	-34	121*	110
O=C(COC(=O)c1ccc(Cl)cc1O)Nc1cccnc1Cl	97	100	98	14	98	34	96	1.8	1	22	102

Compound activity as filed in PubChem BioAssay.
